Source: PubChem BioAssay (National Center for Advancing Translational Sciences (NCATS))
Pol beta inh: blocks human DNA polymerase beta activity; P06746; Pol beta primer extension/strand displacement, fluorescence kinetic; Potency, µM (titrated, usually from 114 µM), for the others: top-dose activity change, negative = inhibition, hits mostly inhibitors; actives 1.3% (n = 340,000); AID 485314; note: potency is the fitted concentration of half-maximal effect; % is set by controls: 0 for no effect and ±100 for the full control effect
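10 nM enzyme + cpd, 15 min RT; start with substrate 50 nM final; read 0 min and after 10 min RT. Corrected, normalized data; 4-parameter Hill curve fit.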
APE1 inh: inhibitors of human APE1 endonuclease. P27695. Potency, µM (doses to about 65.8 µM), for inactives: at the highest dose activity change, negative = inhibition, actives largely listed as inhibitors. actives 0.35% (n = 350,000). recombinant APE1, TAMRA/BHQ-2 abasic DNA cleavage fluorescence;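 note: potency is the fitted concentration of half-maximal effect; plate controls were vehicle for no effect and reference inhibitor for full effect; nearly all actives have a fitted effect of over 55% in size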
Target sequence (P27695 whole entry, looked up): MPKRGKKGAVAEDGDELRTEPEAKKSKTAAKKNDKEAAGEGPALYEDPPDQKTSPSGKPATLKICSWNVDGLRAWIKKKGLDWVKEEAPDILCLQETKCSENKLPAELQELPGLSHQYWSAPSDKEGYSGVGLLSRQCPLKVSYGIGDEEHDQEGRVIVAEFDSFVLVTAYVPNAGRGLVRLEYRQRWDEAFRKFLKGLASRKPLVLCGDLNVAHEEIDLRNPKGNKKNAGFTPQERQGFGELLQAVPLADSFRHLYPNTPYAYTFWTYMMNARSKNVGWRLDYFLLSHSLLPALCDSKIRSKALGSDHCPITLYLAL
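Enzyme (0.75 nM final) and test compound are incubated 15 min at room temperature before adding 50 nM quenched THF abasic-site duplex. Cleavage dequenches TAMRA, followed at 525/598 nm over three reads one minute apart.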
Apoferritin bind: binds horse apoferritin like a general anesthetic; apoferritin/1-aminoanthracene competitive binding, fluorescence; AID 485281; actives 0.074% (n = 350,000); Potency, µM (doses to about 77.5 µM), for inactives: at the highest dose activity change, negative = displacement, actives largely listed as inhibitors; P02791; note: potency is the fitted concentration of half-maximal effect; % is set by controls: 0 for no effect and ±100 for the full control effect; nearly all actives have a fitted effect of over 20% in size
Target sequence (P02791 2-175 limits assumed): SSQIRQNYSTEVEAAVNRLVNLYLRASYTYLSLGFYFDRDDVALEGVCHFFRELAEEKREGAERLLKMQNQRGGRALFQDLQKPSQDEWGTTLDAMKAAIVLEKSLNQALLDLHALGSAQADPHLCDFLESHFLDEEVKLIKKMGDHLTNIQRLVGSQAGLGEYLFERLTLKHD
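Horse-spleen apoferritin (10 uM) in 50% saturated 1-aminoanthracene in PBS was incubated 10 min at room temperature with compound. Fluorescence (ex 380, em 535 nm) was normalized to free and bound 1-AMA, with concentration-response fitted by a four-parameter Hill equation.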
LDHA inh: inhibitors of human lactate dehydrogenase A; P00338; purified LDHA, NADH/diaphorase-resazurin fluorescence; active compounds read low; activity change, % (values are at about 110 or 230 µM); actives 0.15% (n = 480,000); in the data active = activity change below about -30%; inconclusive = mostly about -25% to -30%;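 note: plate controls were DMSO wells for no effect and wells without enzyme for full effect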
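Human LDH5 at 2 nM final in Tris HCl pH 7.4 with 0.06 mM NADH and 0.2 mM pyruvate, reacted 5 minutes at room temperature. Remaining NADH coupled via diaphorase/resazurin; resorufin fluorescence read at 0 and 20 minutes, normalized to enzyme-free and DMSO wells.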
Pol kappa inh: inhibitors of human DNA polymerase kappa; purified Pol kappa, fluorescent DNA synthesis assay, 10 min; AID 588579; Potency, µM (doses to about 107 µM), without a hit: top-dose activity, negative = inhibition, hits mostly inhibitors; actives 0.53% (n = 400,000); Q9UBT6; note: potency is the fitted concentration of half-maximal effect; % is set by controls: 0 for no effect and ±100 for the full control effect
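First, compounds were pin-transferred onto 10 nM Pol kappa. After 15 min at room temperature, substrate was added to 50 nM final. Fluorescence was then measured kinetically at 0 and 10 min.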
POLH inh: blocks human DNA polymerase eta activity | Q9Y253 | recombinant Pol eta, fluorescent DNA replication assay | Potency, µM (top dose mostly 114 µM), for inactives: at the top dose activity change, negative = inhibition, most hits filed as inhibitors | actives 1.2% (n = 390,000); note: potency is the fitted concentration of half-maximal effect; % is set by controls: 0 for no effect and ±100 for the full control effect
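Pol eta (10 nM) was preincubated with compounds for 15 min at room temperature, after which fluorescent replication substrate (50 nM final) was added to start the reaction. Fluorescence was read kinetically at 0 and 10 min.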
ERG-DNA inh: inhibitors of human ERG Ets domain-DNA interaction | P11308 | fluorescence polarization, His-ERG Ets domain / labelled DNA | Potency, µM (top dose mostly 76.9 µM), inactives show at the highest dose FP activity, negative = inhibition, actives largely listed as inhibitors | actives 0.028% (n = 370,000); active = well fitted inhibition curve with a large enough effect in the polarisation, with a control signal flat; inconclusive = small, poorly fitted or top-dose-only effect, or effect the other way, or a change in a side signal; inactive = no such curve, though single readings can be large or run the other way; the % refers to the polarisation;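 note: polarization taken with two DNA probes labelled with fluorescein and Texas red; potency is the fitted concentration of half-maximal effect; % of control where 0% means no effect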
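His-tagged ERG Ets domain (1 uM in the protein solution; 300mM KCl, 50mM Tris-HCl, 1mM EDTA, 1mM DTT, pH 7.5) received compound, then a probe mix of 5 nM fluorescein-DNA and 100nM Texas-615-DNA. Fluorescence polarization was read for both dyes.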
ALOX12 inh: inhibitors of human 12S-lipoxygenase ALOX12. P18054. purified 12hLO, xylenol orange hydroperoxide absorbance. Potency, µM (top dose mostly 108 µM), for inactives: at the highest dose activity change, negative = inhibition, usual class: inhibitors. actives 1.1% (n = 580,000). AID 1671190; note: potency is the fitted concentration of half-maximal effect; % is set by controls: 0 for no effect and ±100 for the full control effect
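Purified human 12hLO (150 nM final) in 25 mM Hepes, 0.01% Triton X-100, pH 7.0 was preincubated 15 min at room temperature with compound. Then 40 uM arachidonic acid was added, 30 min. Hydroperoxide was read by Fe-XO absorbance ratio 573/405 nm.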
RGS4 inh: blocks human RGS4-accelerated GTP hydrolysis. P49798. Transcreener GDP fluorescence polarization, RGS4-accelerated GTP hydrolysis. Potency, µM (titrated, usually from 114 µM), inactives show top-dose activity change, negative = inhibition, hits mostly inhibitors. actives 0.039% (n = 390,000); note: potency is the fitted concentration of half-maximal effect; % is set by controls: 0 for no effect and ±100 for the full control effect; nearly all actives have a fitted effect of over 75% in size; some results filed as inactive show a strong effect at the top dose
Target sequence (P49798 whole entry, looked up): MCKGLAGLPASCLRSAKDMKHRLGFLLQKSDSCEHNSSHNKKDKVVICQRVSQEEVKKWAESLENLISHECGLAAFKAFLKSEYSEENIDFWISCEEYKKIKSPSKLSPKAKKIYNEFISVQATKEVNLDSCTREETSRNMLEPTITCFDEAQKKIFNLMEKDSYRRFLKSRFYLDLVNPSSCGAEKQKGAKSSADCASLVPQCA
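MLSMR compounds (23 nl, pin-transferred) preincubated 10 min at room temperature with a 500nM (2x) first reagent, then RGS4 at 900nM (2x) plus Transcreener GDP mix added; fluorescence polarization (620/688 nm) read before and after 90 min at 30 °C.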
Numbers without * were called inactive; ? = inconclusive; · = no result given; & = joins results of further samples; [ ] = dose if it differs, or a comment. Unless noted, calls come from the whole dose curve; as a rule, active = well fitted curve in the direction sought with a large enough effect; inconclusive = small, poorly fitted or top-dose-only effect, or another doubt; inactive = no such curve, though single readings can be large; an effect the other way counts as inactive or inconclusive. This is a subset; the hit share may differ from the screen's.

1: O=C(CSc1nc2c([nH]c3ccccc32)c(=O)n1-c1ccc(Cl)cc1)N1CCc2ccccc21
2: CCOC(=O)/C(C#N)=C/Nc1ccsc1C(C)=O
3: COc1cccc(CN(C)C(=O)c2cccc(S(=O)(=O)Nc3cccc(C)c3)c2)c1OC
4: Cc1cc(OCC(O)CN(CCO)CCO)ccc1Cl (centres undefined)
5: CCCSc1ncc(Cl)c(C(=O)Nc2sc3c(c2C(=O)NCCOC)CCCC3)n1
6: CCNc1nc(OC)nc(N(OC)S(=O)(=O)c2ccc(C)cc2)n1
7: O=C(NCc1ccccc1Cl)c1ccc2c(=O)n(CCCN3CCCC3=O)c(=S)[nH]c2c1
8: CC(C)C(C(=O)Nc1ccc2c(c1)OCCOCCOCCOCCO2)N1C(=O)c2ccccc2C1=O (centres undefined)

assay / entry	1	2	3	4	5	6	7	8
Pol beta inh	5%	0%	·	9%	5%	32%	32%	13%
APE1 inh	·	-5%	·	0%	·	2%	0%	-5%
Apoferritin bind	9%	2%	·	-8%	-2%	-2%	-8%	-11%
LDHA inh	-4	-6	-2	-5	-7	-5	-11	-12
Pol kappa inh	-5%[60.1 µM]	-2%	-8%	1%	-5%	-2%	-7%	-8%
POLH inh	-5%	-20%	-9%	1%	·	-15%	7%	5%
ERG-DNA inh	-7%	11%	3%	6%	-2%	44%[activator]	-17%	5%
ALOX12 inh	-2%	0%	-5%	1%	-28%	-16%	-19%	-3%
RGS4 inh	8%	-2%	17%	?	20%	3%	27%	16%

9: CCCCCNC(=O)CCn1c(=O)[nH]c2ccccc2c1=O
10: O=C(Nc1ccc(F)cc1)c1cccn1-c1nnc(N2CCCCC2)s1
11: Cc1cccn2c(Nc3ccccc3)c(-c3ccccn3)nc12
12: CC(C)C(=O)OCCN=C1NS(=O)(=O)c2ccccc21
13: COc1cccc(NC(=O)Cn2c(=O)n(CCc3ccccc3)c(=O)c3c4c(sc32)CN(C(C)=O)CC4)c1
14: COc1cc(/C=C(/NC(=O)c2ccccc2)C(=O)Nc2ccc(O)cc2)c([N+](=O)[O-])cc1OC
15: CC(=O)N1c2ccc(S(=O)(=O)NCCC(=O)Nc3ccc(F)cc3)cc2CC1C (centres undefined)
16: COc1ccc(NC2=NCC(=O)N2c2ccccc2F)c(OC)c1

assay / entry	9	10	11	12	13	14	15	16
Pol beta inh	33%	-2%	14%	2%	-16%	-13%[57.1 µM]	83%	35%
APE1 inh	·	·	?	1%	·	-3%	30%	4%
Apoferritin bind	-3%	-9%	-17%	-8%	-8%	-3%	-6%	-7%
LDHA inh	-3	-1	-1	-5	0	1	-6	1
Pol kappa inh	-8%[60.1 µM]	-5%	8%	-10%	-9%	-6%	3%	2%
POLH inh	-11%	15%	-5%	5%	-15%	-6%	-10%	-9%
ERG-DNA inh	6%	-3%	-4%	-1%	0%	-2%	6%	-6%
ALOX12 inh	?	-13%	7%	-23%	-19%	-7%	-25%	?
RGS4 inh	16%	-7%	0%	-16%	15%	-29%	-27%	12%

17: Cc1ccc(OCC(=O)NCC2(N3CCOCC3)CCCCC2)cc1C
18: CN(C)c1nc(Oc2ccc(N)cc2)nc(N(C)C)n1
19: Cc1ccc(CN(C(=O)c2cc(=O)c3cc(Cl)c(C)cc3o2)C2CCS(=O)(=O)C2)cc1 (centres undefined)
20: CC(C)CNc1oc(-c2ccc(F)cc2)nc1C#N
21: CCOC(=O)CNC(=O)C1(c2ccccc2)CCCC1
22: Cn1c(SCC(=O)N2CCc3ccccc3C2)nnc1-c1cccs1
23: Cc1ccc(NC(=S)N2CCN(S(=O)(=O)c3c(F)cccc3F)CC2)cc1C
24: Cc1ccc(-n2ccnc(NCCc3ccccc3)c2=O)cc1C

assay / entry	17	18	19	20	21	22	23	24
Pol beta inh	3%	2%	3%	6%	3%	32%	16%	-16%
APE1 inh	·	-3%	-5%	-2%	-1%	3%	-3%	·
Apoferritin bind	-13%	-5%	?	2%	-13%	-10%	-5%	-6%
LDHA inh	-2	-5	-7	-2	0	-5	-2	4
Pol kappa inh	?	-13%	-13%	-15%	-22%	-6%	-7%	-4%[60.1 µM]
POLH inh	-14%	5%	-5%	-14%	-2%	-5%	-9%	-10%
ERG-DNA inh	2%	3%	6%	-9%	-4%	-5%	4%	?
ALOX12 inh	?	12%	11%	99%	-11%	11%	?	-1%
RGS4 inh	20%	-23%	1%	19%	34%	-26%[56.9 µM]	-13%	2%

25: Clc1ccc(-n2nnnc2-c2ccno2)cc1
26: Cc1ccc(C(=O)N/C(=C\c2ccco2)C(=O)NCc2cccnc2)cc1
27: COc1ccc(C2CC(=O)Nc3c2c(C)nn3-c2nc(C)cc(C)n2)c(OC)c1OC (centres undefined)
28: CCn1cc(C(=O)N[C@@H](CCSC)C(=O)NCCCOC)c(=O)c2cc3c(cc21)OCO3
29: Cc1ccc(CNC(=O)c2ccc(NC(=O)CCS(=O)(=O)c3cccs3)cc2)cc1
30: COc1ccc(CCNC(=O)C2CCN(C(=O)c3ccc(F)cc3)CC2)cc1
31: O=[N+]([O-])c1ccc(O)c(C=Nc2ccc3c(c2)OCO3)c1
32: Cc1cc2c(c(=O)n1Cc1ccccn1)C(C(C)C)C(C#N)=C(N)O2 (centres undefined)

assay / entry	25	26	27	28	29	30	31	32
Pol beta inh	24%	1%	12%	12%	-23%	0%	53%	11%
APE1 inh	-6%	-1%	·	8%	-4%	1%	15%	-5%
Apoferritin bind	3%	2%	8%	-5%	-11%	-4%	7%	-4%
LDHA inh	0	0	-8	-1	-6	-4	18	-8&0
Pol kappa inh	-2%	-8%	-5%	4%	1%	-5%	-11%	4%
POLH inh	-20%	-15%	-17%	-19%	1%	-1%	-16%	-5%
ERG-DNA inh	-1%	-14%	-8%	-7%	4%	10%	-11%	-7%
ALOX12 inh	72%[activator]	-1%	-9%	0%	-13%	3%	-11%	-22%&-2%
RGS4 inh	14%	-8%	26%	-7%	-4%[11.4 µM]	27%	-15%	-30%

Sorted by number of heavy atoms (largest number first): three of the compounds above.
27: COc1ccc(C2CC(=O)Nc3c2c(C)nn3-c2nc(C)cc(C)n2)c(OC)c1OC (centres undefined)
32: Cc1cc2c(c(=O)n1Cc1ccccn1)C(C(C)C)C(C#N)=C(N)O2 (centres undefined)
25: Clc1ccc(-n2nnnc2-c2ccno2)cc1

assay / entry	27	32	25
Pol beta inh	12%	11%	24%
APE1 inh	·	-5%	-6%
Apoferritin bind	8%	-4%	3%
LDHA inh	-8	-8&0	0
Pol kappa inh	-5%	4%	-2%
POLH inh	-17%	-5%	-20%
ERG-DNA inh	-8%	-7%	-1%
ALOX12 inh	-9%	-22%&-2%	72%[activator]
RGS4 inh	26%	-30%	14%

Remaining list, next part:
33: CN(CCOc1ccc(-c2ccn(S(=O)(=O)c3c(Cl)cccc3Cl)n2)cc1)c1ccccn1
34: COc1ccccc1NC(=O)NC1CCCCCCC1
35: CC(C)NC(=O)Cn1c(=O)nc(-c2ccccc2F)c2cc(Cl)ccc21
36: O=C(O/N=C1/CCCc2occc21)c1ccc(F)cc1
37: CCOC(=O)C1CCN(C(=O)CCc2ccc(S(=O)(=O)NCC(C)C)cc2)CC1
38: Cc1oc2c(cc(NS(=O)(=O)c3ccc(Cl)cc3)c3ccccc32)c1C(=O)O
39: Cc1ccc(C)c(C(=O)CN2C(=O)CCC2=O)c1
40: Cc1ncoc1C(=O)Nc1ncc([N+](=O)[O-])s1

assay / entry	33	34	35	36	37	38	39	40
Pol beta inh	5%	-23%	4%	24%	-18%	20%	1%	-2%
APE1 inh	1%	14%	·	-6%	45%	3%	-3%	-7%
Apoferritin bind	-12%	?	103%[activator]	-10%	-9%	-4%	-19%	-12%
LDHA inh	0	-1	-15	3	-2	-1	-7	-4
Pol kappa inh	7%	-6%	-2%[60.1 µM]	0%	-18%	-41%	-6%	?
POLH inh	-5%	-14%	-9%	-11%	-1%	50µM*	-4%	?
ERG-DNA inh	4%	-1%	-1%	4%	-13%	-4%	-1%	0%
ALOX12 inh	0%	1%	-15%	-7%	-9%	40µM*	0%	?
RGS4 inh	-5%	-9%	12%	-86%[56.9 µM]	-13%	-29%	10%	?

41: COc1ccc(S(=O)(=O)Cc2ccc(C(=O)N3CCN(c4ccc(Cl)cc4)CC3)o2)cc1
42: COc1ccc(CNC(=O)c2cccc(NC(=O)c3ccccc3)c2)cc1
43: CCn1c(SCC(=O)Nc2ccc(NC(C)=O)cc2)nc2c1c(=O)n(C)c(=O)n2C
44: Cc1cc2c(sc3ccccc32)c(C)n1
45: Cc1ccc(-c2nc(Nc3ccc(N4CCOCC4)cc3)c3ccccc3n2)cc1

assay / entry	41	42	43	44	45
Pol beta inh	9%	45%	61%	10%	20%
APE1 inh	-8%	11%	2%	0%	2%
Apoferritin bind	3%	-7%	-4%	-7%	-13%
LDHA inh	4	0	-6	-2&1	10
Pol kappa inh	-7%	-1%	0%	5%	-6%
POLH inh	-20%	-9%	-8%	0%	?
ERG-DNA inh	-1%	5%	1%	-22%	?
ALOX12 inh	-10%	0%	0%	?	?
RGS4 inh	-10%	-3%	4%	-8%	-29%
